# KCNQ2 block: KCNQ2 potassium channel inhibitors, primary screen, cell-based, CHO-K1, FluxOR thallium flux, B-score (AID 2156); B-score at 10 µM; 20 min; hits give low values; O88943; actives 1.1% (n = 310,000);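 active = fluorescence ratio B-score at most minus 3 library SDs, with starting brightness B-score within 2 library SDs, cut at about -5.5 in these data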
# Kir21 inh: Kir2.1 (mouse) channel inhibition | actives 0.85% (n = 310,000) | HEK293-Kir2.1, FluxOR thallium flux fluorescence; hits give low values | AID 1672 | B-score at 10 µM;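 active = fluorescence ratio B-score at or below minus 3 SD of library scores, with starting-brightness B-score within 2 SD, cut at about -4.2 in these data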;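 also: channel flux triggered by added potassium and thallium sulfate stimulus; B-score of peak minus minimum fluorescence over baseline after thallium stimulus; more negative B-score means stronger Kir2.1 block with less thallium influx; some compounds called inactive have numbers as strong as hits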
# Target sequence (P35561 whole entry, looked up): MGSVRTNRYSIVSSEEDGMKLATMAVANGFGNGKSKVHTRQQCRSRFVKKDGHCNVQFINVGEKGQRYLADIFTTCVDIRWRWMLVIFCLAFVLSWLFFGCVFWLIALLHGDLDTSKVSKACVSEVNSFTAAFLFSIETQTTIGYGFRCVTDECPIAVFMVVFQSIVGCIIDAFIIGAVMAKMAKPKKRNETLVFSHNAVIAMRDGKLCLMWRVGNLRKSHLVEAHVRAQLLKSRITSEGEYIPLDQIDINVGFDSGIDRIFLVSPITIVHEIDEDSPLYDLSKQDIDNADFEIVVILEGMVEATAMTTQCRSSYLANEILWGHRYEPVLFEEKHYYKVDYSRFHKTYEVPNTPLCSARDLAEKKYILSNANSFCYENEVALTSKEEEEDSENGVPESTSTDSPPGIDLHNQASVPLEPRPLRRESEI
# * hit, by the source's call; i = inactive.
SMILES,KCNQ2 block,Kir21 inh
COc1ccc(CCN2C(=O)CSC2c2cccc([N+](=O)[O-])c2)cc1OC (stereo not drawn),i,-0.02
N#Cc1ccc(COc2cccnc2[N+](=O)[O-])cc1,i,2.1
N/C(=N\OC(=O)c1cccc(Cl)c1)c1ccncc1,i,3
COC(C(=O)N/N=C(\C)CC(=O)Nc1ccc(Cl)cc1C)c1ccccc1 (stereo not drawn),i,1.1
Cc1ccc(N2CC(C(=O)NCc3ccco3)CC2=O)cc1Cl (stereo not drawn),i,0.14
CCCOc1cccc(C(=O)N(Cc2ccccc2)C2CCS(=O)(=O)C2)c1 (stereo not drawn),i,-0.35
CCc1nc(SCc2ccccn2)c2c(=O)n(C)c(=O)n(C)c2n1,i,0.29
Cc1cccc(NC(=O)C(=O)N/N=C/c2ccncc2)c1,i,1.3
O=C1CN(C(=O)COc2cccc(F)c2)c2ccccc2N1,i,0.4
Cc1ccc(C)c(S(=O)(=O)NCc2ccc3c(c2)OCO3)c1,i,-2.5
O=C(NC(=S)Nc1ccc(N2CCOCC2)cc1)c1cccc([N+](=O)[O-])c1,i,1.4
CCOC(=O)c1c(NC(=O)CSc2nnc(CNc3ccc(F)cc3)o2)sc(C)c1C,i,-1.8
COc1ccc(Cl)cc1S(=O)(=O)N(C)CC(=O)NCCCn1ccnc1,i,-0.35
CCC(CC)NC(=O)CO/N=C/c1ccccc1OC(F)F,i,-0.48
O=C(Nc1ccnn1C1CCN(Cc2cccc(OCCO)c2)CC1)C1CCOC1 (stereo not drawn),i,0.55
COc1cccc(NC(=O)COC(=O)c2nc(Cl)ccc2Cl)c1,i,0.02
Cc1cccc(NC(=O)CSc2nnc(-c3ccccc3Br)o2)c1C,i,1.3
CC(C)C1S/C(=N/N=C/c2cccs2)NC1=O (stereo not drawn),i,-0.16
CCOC(=O)CSc1nnc(C)n1N,i,-1.6
CCCCNC(=S)N/N=C1\CCCCc2ccccc21,i,-1.2
CCOC(=O)c1c(C)oc2c1c(C=NCCO)c(O)c1ccccc12,i,2.2
CN1C(=O)/C(=C/c2cccc(Cl)c2)Sc2ccc(C(=O)NCc3cccnc3)cc21,i,-0.89
Cc1cc(=O)[nH]c2c(C)c(N)ccc12,i,-0.23
Cc1cccc(NC(=O)C2CC(O)CN2C(=O)OCc2ccccc2)c1 (stereo not drawn),i,-1.8
Cc1ccc(C(=O)O[C@H](C(=O)O)[C@H](OC(=O)c2ccc(C)cc2)C(=O)O)cc1,i,-1.1

# The list goes on.
SMILES,KCNQ2 block,Kir21 inh
Cc1cccc(-c2noc(CN(C(=O)C(c3ccccc3)c3ccccc3)C(C)C)n2)c1,i,-0.55
CC(C)(C)c1ccc(COc2ccsc2C(=O)O)cc1,i,-0.68
CC(=O)N1CC(=O)N(OCc2ccccc2)C1c1ccc(Cl)cc1Cl (stereo not drawn),i,-0.78
O=S(=O)(c1ccccc1)c1nc(-c2cccc(Cl)c2)oc1N1CCOCC1,i,0.3
COc1ccc(C(CC(=O)O)NC(=O)COc2ccc(C)cc2)cc1OC (stereo not drawn),i,0.42
O=C(CSc1ccc2ccccc2n1)c1ccc2c(c1)OCO2,i,-1.4
CCCc1nnc(SCC(=O)N2CCCCC2C)n1CCCOC (stereo not drawn),i,-1.9
CCCCN(C(=O)CSc1cc(C)c2ccccc2n1)c1c(N)n(Cc2ccccc2)c(=O)[nH]c1=O,i,-2.5
COc1cc(NC(=O)Cc2ccccc2)nc(OC)n1,i,-0.3
COC(=O)c1ccc(N2C(=O)CC(Sc3n[nH]c(C)n3)C2=O)cc1 (stereo not drawn),i,1.6
N#Cc1c(NC(=O)c2cccnc2)sc2c1CCC2,i,-0.21
Cc1ccc(C2=NS(=O)(=O)N(C)C(C(=O)Nc3ccc(F)cc3F)=C2)cc1,i,0.15
Cc1cccc(Cn2c(=O)n(Cc3ccco3)c(=O)c3ccccc32)c1,i,0.13
CCSc1n[nH]c2nc3c(c(=O)n12)C1(CCCC1)Cc1ccccc1-3,i,-1.9
CC(=O)c1c(C)n(C)c2ccc(O)cc12,i,2.3
COc1ccccc1/C=C(\C)C(=O)c1c(C)cc(C)[nH]c1=O,i,-0.3
S=c1[nH]nc(CCCc2n[nH]c(=S)o2)o1,i,-0.63
CCOC(=O)c1ccccc1NC(=O)COC(=O)CSCC(=O)Nc1cc(C)on1,i,-1.8
COc1cc(OC)c(C(=O)Nc2ccc(S(=O)(=O)Nc3ncccn3)cc2)cc1OC,i,-0.02
Oc1oc(-c2ccc(Br)cc2)nc1C=Nc1ccc(Br)cn1,i,0.49
CCN(C(=O)CSc1nc(-c2ccccc2)cn1N)c1c(N)n(Cc2ccccc2)c(=O)[nH]c1=O,i,-1.9
O=C(NNC(=S)NCc1ccc(Cl)cc1)c1cccnc1,i,0.19
COc1cc(C(C)=O)ccc1COc1ccc(C(=O)OCC(N)=O)cc1OC,i,2.2
COc1ccc2[nH]c(CN3CCC(n4nccc4NC(=O)C4CC4)CC3)c(C)c2c1,i,0.34
CCOC(=O)c1sc(C(=O)OCC)c(OCCO)c1OCCO,i,0.14

# Given as labelled records: part of the list above.
CCCCN(C(=O)CSc1cc(C)c2ccccc2n1)c1c(N)n(Cc2ccccc2)c(=O)[nH]c1=O
  KCNQ2 block: i | Kir21 inh: -2.5
COc1cc(NC(=O)Cc2ccccc2)nc(OC)n1
  KCNQ2 block: i | Kir21 inh: -0.3
COC(=O)c1ccc(N2C(=O)CC(Sc3n[nH]c(C)n3)C2=O)cc1 (stereo not drawn)
  KCNQ2 block: i | Kir21 inh: 1.6

# (more compounds)
SMILES,KCNQ2 block,Kir21 inh
O=C(CCN1C(=O)COc2ccccc21)N1CCN(c2ccccc2)CC1,i,0.63
CC(C)=C1Cc2ccccc2C1=O,i,-0.85
CC(C)C(NC(=O)c1ccc(C(C)(C)C)cc1)C(=O)NCCc1ccccn1 (stereo not drawn),i,0.6
O=C(NC1CCCCC1)C1CCCN(c2nnnn2-c2ccccc2)C1 (stereo not drawn),i,-3
Cc1ccccc1-n1c(=O)n(Cc2ccc(C(=O)O)cc2)c(=O)c2[nH]cnc21,i,0.64
CCC(C)Nc1nc(N)c([N+](=O)[O-])c(NCCO)n1 (stereo not drawn),i,-0.17
COCCCn1c(SCC(=O)OC2CCCCC2)nnc1-c1ccco1,i,-1.5
O=C(Nc1cccc(-c2nc3ccccc3o2)c1)c1cccnc1,i,-1.1
Cc1c(Br)ccc(NC(=O)CCN2C(=O)C3C4CCC(C4)C3C2=O)c1C (stereo not drawn),i,0.15
O=C(NNc1c(Cl)cc(Cl)cc1Cl)C1CCC1,i,-0.82
Cc1cc(O)c(C(C[N+](=O)[O-])c2ccc(Cl)cc2)c(=O)o1 (stereo not drawn),i,0.14
CCn1cc(C(=O)N[C@@H](CCSC)C(=O)NCCCO)c(=O)c2cc3c(cc21)OCO3,i,1.2
O=C(NCCN1CCN(c2ccccc2)CC1)Nc1cccc(Br)c1,i,-1.2
COc1cc(C2Nc3ccccc3C(=O)N2c2ccccc2OC)ccc1O (stereo not drawn),i,-0.09
Cc1ccc(-n2nnnc2SCc2nc3sc(C)c(C)c3c(=O)[nH]2)cc1,i,-0.21
Cc1ccc(C2N=C(N)Nc3nc(=O)c4ccccc4n32)cc1 (stereo not drawn),i,1.6
COc1cc(CN2CCCCC2C(=O)Nc2ccc(Oc3ccccc3)nc2)ccc1O (stereo not drawn),i,0.21
CCOc1cc(S(=O)(=O)n2cnc(C)c2)ccc1Cl,i,1.1
COc1ccc(C)cc1NC(=O)c1ccc(S(=O)(=O)N2CCOCC2)cc1,i,0.07
CCC(CC)c1nc(C#N)c(NC(C)c2ccccc2)o1 (stereo not drawn),i,-6.1*
CCOC(=O)C(O)(CC(=O)c1ccc(OC)cc1)C(F)(F)F (stereo not drawn),i,-2.5
CCCN1CCCc2ccccc21,i,-0.56
O=C(CC1C(=O)N(c2ccccc2)C(=O)N1C1CCCCC1)Nc1ccccc1 (stereo not drawn),i,0.82
CC(C(=O)N1CCCCCC1)N(c1ccc(Cl)cc1)S(C)(=O)=O (stereo not drawn),i,-0.6
Clc1ccc(C(c2nnnn2C2CCCC2)N2CCN(Cc3ccncc3)CC2)cc1 (stereo not drawn),i,0.27

# (further entries)
SMILES,KCNQ2 block,Kir21 inh
COc1cc(NS(=O)(=O)c2ccc(N/C=C\C(=O)c3ccc(F)cc3)cc2)nc(OC)n1,i,1.2
CC(C)C(NC(=O)c1ccco1)C(=O)OCC(=O)Nc1ccc(C(N)=O)cc1 (stereo not drawn),i,-0.11
COC(=O)/C=C/c1ccc2c(c1)S(=O)(=O)N(Cc1ccc(OC)cc1)[C@H]2CC(=O)OC,i,0.84
COc1ccc(-c2nc(Cn3c(SCc4ccc(F)cc4)nc4ccncc43)c(C)o2)cc1OC,i,-0.34
COCCCNc1nc(-c2ccncc2)nc2ccccc12,i,0.47
COc1cc(-c2nc3ccc(C)cn3c2NCc2ccccc2)ccc1SC1CCCCC1,i,-1.1
CCCCn1c(N)c(N(CC(C)C)C(=O)C2=NN(c3cc(C)ccc3C)C(=O)CC2)c(=O)[nH]c1=O,i,-1.1
CCc1ccccc1N1C(=O)CC(N2CCc3ccccc32)C1=O (stereo not drawn),i,-3
CCCCC1CCCOC(C(=O)NCCNCCO)(C(F)(F)F)C1 (stereo not drawn),i,0.2
COc1ccc(OC)c(NC(=O)CSC2=NCCS2)c1,i,0.96
O=C(NCC1CCCO1)C1CCN(S(=O)(=O)c2ccc(Br)cc2)CC1 (stereo not drawn),i,0.47
COc1ccc(-c2csc(N3CCOCC3)n2)cc1OC,i,0.19
CC(C)C[C@H](NC(=O)CCCn1nnc2ccccc2c1=O)C(=O)O,i,0.98
O=C(/C=N/O)Nc1ccc(F)cc1,i,-0.24
Nc1c(C(=O)N2CCOCC2)sc2nc3c(cc12)CCCC3,i,-1
CCOc1ccc(/C=N/Nc2nc(C)cs2)c(O)c1,i,-0.77
O=c1c2ccc(Cl)cc2[nH]c(=S)n1CCCN1CCOCC1,i,-0.87
O=C(C1CC1)N1CCC(C(O)(c2ccccc2)c2ccccc2)CC1,i,-0.06
O=C(CNCc1ccccc1)Nc1ccc(F)cc1,i,0.53
COc1cc(/C=N/Nc2ccc(F)cc2F)cc(OC)c1O,i,1.7
O=C(Cn1cnc2c(nnn2-c2ccc(F)cc2)c1=O)N1CCCC1,i,0.12
COc1ccccc1N1CCN(C(=O)c2ccc(Cn3c(=S)[nH]c4cc5c(cc4c3=O)OCO5)cc2)CC1,i,0.26
CN(C1=C(NC(=O)c2ccccc2)C(=O)c2ccccc2C1=O)C1CCS(=O)(=O)C1 (stereo not drawn),i,0.09
O=S(=O)(Nc1ccc(S(=O)(=O)N2CCCCC2)cc1)c1cccs1,i,1.9
CC(Nc1ncnc2nc[nH]c12)c1ccccc1 (stereo not drawn),i,0.96

# Overlap with the part before: 6 entries, followed by the next part.
SMILES,KCNQ2 block,Kir21 inh
COc1cc(/C=N/Nc2ccc(F)cc2F)cc(OC)c1O,i,1.7
O=C(Cn1cnc2c(nnn2-c2ccc(F)cc2)c1=O)N1CCCC1,i,0.12
COc1ccccc1N1CCN(C(=O)c2ccc(Cn3c(=S)[nH]c4cc5c(cc4c3=O)OCO5)cc2)CC1,i,0.26
CN(C1=C(NC(=O)c2ccccc2)C(=O)c2ccccc2C1=O)C1CCS(=O)(=O)C1 (stereo not drawn),i,0.09
O=S(=O)(Nc1ccc(S(=O)(=O)N2CCCCC2)cc1)c1cccs1,i,1.9
CC(Nc1ncnc2nc[nH]c12)c1ccccc1 (stereo not drawn),i,0.96
CCCCCCOC1(c2ccccc2)OC(=O)c2ccccc21 (stereo not drawn),i,0.35
Cc1ccc(Cn2c(=N)n(CC(=O)c3ccc([N+](=O)[O-])cc3)c3ccccc32)cc1,i,-0.01
COc1ccc(/C(C)=N/N2C(C)CCCC2C)c(OC)c1 (stereo not drawn),i,-0.13
CCCCN(C(=O)CCCc1nc2ccccc2s1)c1c(N)n(CCCC)c(=O)[nH]c1=O,i,-0.04
COc1ccc(-c2cc(C(=O)NCCCN3CCOCC3)c3cc(C(C)C)ccc3n2)cc1,i,0.28
C/C(N)=C(/C#N)C(=O)CSc1nncn1-c1ccccc1,i,-0.03
CCOC(=O)c1c(C)nc(C)c(C(=O)OCC)c1-c1ccc(O)c(OC)c1,i,-0.13
O=C(Cc1ccccc1[N+](=O)[O-])NCc1ccc(Cl)cc1,i,0.21
CCC(=O)NCCN1CCN(C(=O)CC)CC1,i,0.91
O=C(OCCN1CCOCC1)c1ccc(OCCN2CCOCC2)cc1,i,0.48
COc1ccc(CNC(=O)c2cccc(NC(=O)c3ccccc3)c2)cc1,i,-2.1
CC1CC(CC(C)C(=O)NC(=S)Nc2ccc(S(N)(=O)=O)cc2)C(=O)O1 (stereo not drawn),i,-0.81
Oc1c(N=Nc2ccccc2)sc2ccccc12,i,0.49
Cc1cc(S(=O)(=O)NC(C)C)ccc1OCC(=O)NCc1ccccc1,i,-1.1
C[C@]12CC[C@@H]3c4ccc(O)cc4CC[C@H]3[C@@H]1CC[C@@H]2O,i,0.06
CCOC(=O)CSc1nc2ccc(S(=O)(=O)N3CCOCC3)cc2[nH]1,i,-1.2
COc1ccc(/C=C/CN2CCN(Cc3ccccc3)C(CCO)C2)cc1 (stereo not drawn),i,-0.27
Cc1ccc(C)c(N2CCN(S(=O)(=O)c3ccc4c(c3)NC(=O)CO4)CC2)c1,i,0.06
CC(C)CN(C(=O)COC(=O)CCSc1ccc(F)cc1)c1c(N)n(Cc2ccccc2)c(=O)[nH]c1=O,i,-0.39
COCCn1cc(C(=O)NCCCOC(C)C)c2c3ccccc3n(C)c2c1=O,i,0.81
O=C(Nc1ccccc1Oc1ccsc1C(=O)O)c1ccccc1,i,2.6

# Assay outcomes deposited in PubChem BioAssay by Johns Hopkins Ion Channel Center.
